HIV peptide binding – inhibitors of HIV fusion peptide binding, primary screen, biochemical, uHTS, fluorescence dequenching (AID 1986) | one-dose inhibition, % at 20 µM; IC50 in µM for titrated hits | hit rate 0.3% among 290,000 | cell-free peptide binding, fluorescence dequenching, 30 min; higher % means a stronger effect; in the data active = inhibition mostly above about 52%, no sharp cut-off; inactive = mostly below about 76%; note: some results filed as inactive read as strong as hits
WT yeast gro inh – growth inhibition of WT yeast, mitochondrial fusion screen; AID 1362; mitochondrial fusion phenotypic screen, WT strain; hit rate 2.1% among 190,000; inhibition, % at 10 µM; in the data active = inhibition above about 58%; tested in S. cerevisiae
Autophagy HCS – modulators of autophagy. MEF GFP-LC3 puncta imaging; test concentration mostly 10 µM. calls only at 10 µM (by protocol). hit rate 0.98% among 190,000;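 active = percentage of spot-positive cells more than 3 SD above its plate mean, without a fluorescence outlier flag or 80% toxicity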;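 note: spot-positive cell cutoff set from DMSO-treated cells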
Dynein transport – dynein cargo transport inhibition | AID 1381 | 3617.4 mouse cells, GR-EGFP nuclear translocation imaging; test concentration mostly 20 µM; stimulated with dexamethasone, 1 µM; hits give low values | z-score, hits read low | hit rate 0.47% among 220,000;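 active = plate z-score of nuclear minus cytoplasmic receptor signal below a set negative limit, without overly bright fluorescence or cell loss, cut at about -3.5 in these data, passing the limit was not always enough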;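 note: z-score of nuclear minus cytoplasmic ring GR-EGFP intensity difference per well; some compounds called inactive have numbers as strong as hits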
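medium = tetracycline-free induction medium containing charcoal-stripped FBS | also added = 1.0 µM final dexamethasone stimulus | schedule = 48 h induction, 1 h compound, 30 min dex at 37 °C | technique = fixed, Hoechst-stained cells imaged at 10x for EGFP | measure = GR-EGFP nuclear translocation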
MT stabilize HCS – microtubule stabilizers in HeLa cells; % tubulin-high responders, % at 10 µM; HeLa tubulin immunostaining HCS, 24 h; share of cells brighter than vehicle mean+2SD; AID 2205; hit rate 0.83% among 200,000;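 active = plate Z-score above 3 for both tubulin-high and condensed-nucleus cell shares, with cell loss under 80%, at 10 µM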;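 note: anti alpha tubulin signal scored within the nucleus-defined area of each cell; some results filed as inactive read as strong as hits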
b-catenin transl – beta-catenin nuclear translocation modulation. HeLa beta-catenin nuclear translocation, immunofluorescence imaging. nuclear translocation activity, % at 5 µM. AID 1665. hit rate 0.3% among 190,000;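 active = nuclear translocation activity above 50% at 5 µM, with a well cell count of 50 or more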;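 note: per-cell ratio of nuclear to cytoplasmic median beta-catenin stain intensity; plate controls were DMSO negative control for no effect and GSK-3 inhibitor IX positive control for full effect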
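Assay system: human HeLa cells, native beta-catenin; doses: 5 µM primary, 0.02–20 µM confirmation; incubation: compound treatment 24 h, 37°C, 5% CO2; technique: fluorescence imaging of beta-catenin antibody stain plus DAPI; measure: % activation, nuclear-to-cytoplasmic median beta-catenin signal ratio per cell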
Yfh1-depleted yeast – enhancers of respiration in Yfh1-depleted yeast, dose response, Friedreich's ataxia, plus single-dose screen (AID 1465). S. cerevisiae Yfh1-off respiration, WST-1 reduction, 72 h; higher fold induction means a stronger effect. hit rate 0.074% among 220,000. one-dose fold induction at 50 µM; EC50 in µM for titrated hits;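 active = fold induction of absorbance versus untreated yeast above a set limit, then at least 30% activation at any dose in follow-up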;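 note: activators that raise dye reduction in frataxin-depleted yeast; strong numbers were not always called active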
Insulin prom up – MIN6 insulin promoter up-regulation | MIN6 insulin promoter-GFP reporter, high-content imaging; hits give high values | z-score at 5 µM | hit rate 0.3% among 190,000;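 active = z-score above 3 at 5 µM with at least 500 cells counted in the well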
AID2073 – inhibitors of Mint1-CaV2.2 protein interaction, biochemical, HTRF (AID 2073). hit rate 0.19% among 290,000. one-dose inhibition, % at 20 µM; IC50 in µM for titrated hits. HTRF protein-protein interaction, Mint1-CaV2.2; higher % means a stronger effect; in the data active = inhibition mostly above about 51%, no sharp cut-off; note: some results filed as inactive read as strong as hits
WT yeast gro inh mutant strain – recorded beside WT yeast gro inh, whose call it bears; inhibition, %; mitochondrial fusion phenotypic screen, mutant strain inhibition
Dynein transport cytoplasmic EGFP – further read-out of Dynein transport, marked with its call; z-score; measured here: cytoplasmic GR-EGFP intensity; hits give high values
Dynein transport nuclear GR-EGFP – also measured in Dynein transport; calls as there; z-score; measured here: nuclear GR-EGFP intensity;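 lower value marks the stronger effect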
Dynein transport cell count – second read-out of Dynein transport, no call of its own (marks repeat the call); z-score; measured here: cell count per field
Insulin prom up cell count – also measured in Insulin prom up; calls as there; cell count; measured here: cytotoxicity, nuclei count;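 total cells summed across four imaged fields per well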
b-catenin transl cell count 5 µM – second read-out of b-catenin transl, no call of its own (marks repeat the call); cell count; measured here: cell count, cytotoxicity flag
MT stabilize HCS Hoechst-high % – also measured in MT stabilize HCS; calls as there; % Hoechst-high responders; measured here: nuclear condensation Hoechst responders;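 share of cells brighter than vehicle mean plus two SD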
MT stabilize HCS cytotoxicity % – recorded beside MT stabilize HCS, whose call it bears; toxicity, %; measured here: cytotoxicity by cell density;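 0% = mean cell density of plate MIN control wells and 100% = no cells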
Autophagy HCS cell loss 18 h – further read-out of Autophagy HCS, marked with its call; toxicity, %; measured here: cell loss, nuclei count;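 cell loss after 18 h compound exposure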
Numbers without * were called inactive; i = inactive; / = not tested or not shown.

SMILES	HIV peptide binding	WT yeast gro inh	WT yeast gro inh mutant strain	Autophagy HCS	Autophagy HCS cell loss 18 h	Dynein transport	Dynein transport cytoplasmic EGFP	Dynein transport nuclear GR-EGFP	Dynein transport cell count	MT stabilize HCS	MT stabilize HCS Hoechst-high %	MT stabilize HCS cytotoxicity %	b-catenin transl	b-catenin transl cell count 5 µM	Yfh1-depleted yeast	Insulin prom up	Insulin prom up cell count	AID2073
COc1cc(CNC2CCCCC2OC)cc(OC)c1 (stereo not drawn)	0.7%	0	2	i	1	0.77	0.22	0.56	-2.2	2.7	3.0	16	0.8	1076	i	0.08	1404	6%
O=C(Cn1cnc2c(nnn2Cc2ccccc2)c1=O)NCc1ccco1	2.2%	4	-9	i	-5	0.38	-0.17	0.37	0.31	4.9	2.1	3.5	0.4	1044	i	-0.1	2011	-2%
CC1(C)N=C(N)NC(Nc2cccc(Br)c2)=N1	-3.5%	-4	-4	i	-21	2.6	0.13	2.3	-2	0.8	1.0	8.1	/	/	i	-0.9	954	3%
CC(C(=O)Nc1ccccc1)N(c1cccc(Cl)c1)S(C)(=O)=O (stereo not drawn)	0.5%	3	7	i	0	-0.71	0.079	0.22	0.63	2.1	3.4	5.7	-0.3	966	i	0.2	1548	-4%
NC(=O)c1ccccc1NC(=O)/C=C/C(=O)O	6.7%	-1	0	i	-3	-0.31	-0.27	-0.17	0.72	2.4	3.5	6.8	/	/	i	-0.01	899	-1%
Cc1cccc2sc(N(CCCN(C)C)C(=O)c3nc4ccccc4s3)nc12	1.9%	20	9	i	-4	1.7	0.13	2	-3	2.0	1.6	4.0	/	/	i	1.2	1445	5%
COc1cccc(Cn2nnc(C(=O)NCc3ccc(F)cc3)c2N)c1	-1.9%	-2	-12	i	4	-0.76	-0.043	-0.21	0.2	2.7	4.2	6.5	1.7	1145	i	0.36	1064	-5%
O=C(O)COc1ccc(/C=N/NC(=O)c2ccc(-c3csc(Nc4ccc(Cl)cc4)n3)cc2)cc1	15µM*	/	/	/	/	-0.93	0.4	0.2	-0.0057	/	/	/	-0.3	1294	i	-1.1	897	10µM*
CC(=O)C(Sc1ncnc2sc3c(c12)CCCC3)C(C)=O	0.2%	76*	72*	i	-5	-0.048	-0.19	-0.14	0.41	6.5	1.7	3.2	1.1	1058	i	-0.32	1352	-12%
O=Cc1c(Sc2ccccc2)nc2ccccn2c1=O	2.6%	32	30	i	3	-0.25	0.49	-0.27	0.25	1.5	1.5	6.3	/	/	i	-0.41	745	5%
Cc1ccc(/C=C/c2nnc(-c3ccc(C)cc3)o2)cc1	-2.6%	14	6	i	-22	-0.94	0.014	0.17	1.2	3.2	1.6	7.3	1.7	1340	i	0.16	1580	-4%
COc1ccccc1CN1C(=O)c2ccncc2C1=O	-1.5%	17	8	i	-21	-0.81	-0.22	-0.26	0.57	6.4	1.8	13	-2.0	1407	i	-0.13	1588	-13%
Cc1c(C(=O)NCCC2=CCCCC2)oc2ccc(S(=O)(=O)N3CCC4(CC3)OCCO4)cc12	1.9%	-12	-65	i	14	1.7	-0.066	1.3	-1.7	3.3	1.2	6.1	1.3	1064	i	0.41	1455	8%
Cc1nn(Cc2c(F)c(F)c(F)c(F)c2F)c(C)c1NC(=O)c1nn(C)cc1[N+](=O)[O-]	-0.4%	-4	-10	i	-11	-0.97	-0.037	-0.24	0.61	1.1	1.5	2.8	-6.8	1114	i	-0.3	949	-5%
COC(=O)[C@H](Cc1ccccc1)NC(=O)NCCc1ccc(F)cc1	-1.2%	/	/	/	/	-0.45	-0.26	-0.26	0.27	/	/	/	1.3	1338	i	-0.03	1117	2%
Cc1cccc(NC(=O)COc2ccc(Br)cc2/C=N/O)c1	2.0%	7	4	i	11	0.31	-0.22	0.25	0.28	1.9	1.8	4.5	2.8	504	i	-0.64	1017	-4%
Cn1ncc2c(N3CCN(c4ccc(Cl)c(Cl)c4)CC3)ncnc21	3.1%	32	9	i	62	0.68	-0.17	1	-1	16	4.6	49	-5.1	977	i	0.44	1436	10%
CCOCCCn1cnc2c(c1=O)c1nc3ccccc3nc1n2-c1ccccc1	38%	-3	-5	i	3	-0.95	-0.23	-0.39	1.2	1.4	0.9	2.2	2.0	1367	i	-0.65	1253	11%
CCC(C)c1ccc(O)c(NC(=O)c2cncc(Br)c2)c1 (stereo not drawn)	-1.6%	11	-21	i	-5	0.82	-0.16	0.36	-1.3	5.1	1.7	7.0	-0.5	1137	i	0.07	1742	7%
CCn1c(N)c(C(=O)NC2CCCCC2)sc1=S	3.4%	0	-3	i	-3	-0.77	-0.24	-0.34	-0.46	3.4	2.4	8.7	-1.3	1214	i	-0.42	1095	7%
O=C(/C=C/c1ccco1)OCc1nnc(-c2ccc(Cl)cc2)o1	15%	0	-10	i	-1	2.5	0.14	1.6	-2.3	3.1	3.4	7.6	-0.6	1119	i	0.31	1180	37%
O=C(O)[C@@H]1CSC2(CCSC2)N1 (stereo partly drawn)	-0.6%	/	/	/	/	/	/	/	/	/	/	/	-3.9	958	/	-0.32	1326	-4%
CC(=O)c1cnc(Nc2cccc(Cl)c2Cl)s1	-0.4%	-2	3	i	25	0.74	-0.27	0.5	-0.21	3.5	1.1	0.9	0.0	1510	i	-0.26	1585	6%
COC(=O)C1=C(C)NC(=S)NC1c1ccc(OC(=O)c2ccco2)cc1 (stereo not drawn)	-1.9%	-15	-18	i	-17	-1	-0.32	-0.25	0.59	1.5	1.2	11	0.8	1580	i	/	/	-7%
Cn1c(=O)[nH]c(=O)c2c1nc(CN1CCOCC1)n2CCCc1ccccc1	-1.9%	-3	1	i	16	0.7	0.21	0.57	-0.001	2.7	3.6	14	0.6	1061	i	0.64	1774	-1%
Cc1cc(C(=O)Nc2sc3c(c2C#N)CCCC3)no1	3.1%	6	-10	i	-2	-0.031	-0.23	0.19	0.29	18*	17*	40*	-1.4	1185	i	/	/	-22%
Nc1cccc(-c2cn3cc(C(F)(F)F)cc(Cl)c3n2)c1	0.6%	4	0	i	-7	/	/	/	/	1.9	1.9	6.7	-4.8	1052	i	0.29	1957	0%
Cc1ccc(C)c(NC(=O)CSc2nnc(CNC(=O)c3cccs3)o2)c1	-0.4%	-2	16	i	6	0.55	-0.34	0.96	-0.039	4.3	1.4	7.1	0.8	1097	i	0.32	1303	0%
CC1CCc2c(sc(NC(=O)CN3CCN(C(=O)c4ccco4)CC3)c2C#N)C1 (stereo not drawn)	-1.3%	19	15	i	11	-0.4	-0.099	-0.039	1.5	2.3	3.1	9.9	5.1	1108	i	0.5	1289	-4%
CCn1c(-c2cccnc2Cl)nc2cc(Cl)c(Cl)cc21	1.3%	23	29	i	-9	-0.58	-0.19	-0.59	-0.011	2.3	1.9	5.9	4.6	1047	i	-0.31	1626	-6%
NC(CO)C(O)c1ccc([N+](=O)[O-])cc1 (stereo not drawn)	0.6%	7	1	i	-4	-0.33	-0.19	-0.17	0.28	1.1	2.2	5.2	-0.7	1118	i	0.19	1392	5%
O=C(Nc1cccc2ccccc12)OCc1cncs1	1.2%	0	-1	i	-16	1.1	-0.12	0.88	-0.68	5.9	1.2	4.1	-1.7	1079	i	-0.26	1568	-4%
Cc1onc(-c2ccccc2)c1CNS(=O)(=O)c1ccccc1	-0.9%	/	/	/	/	-0.073	0.12	-0.049	0.25	/	/	/	0.6	1161	i	/	/	-7%
Cc1cc(C)nc(Nc2n[nH]c(-c3ccc(N)cc3)n2)n1	-0.4%	60*	18*	i	6	1.8	-0.29	0.7	1.2	1.5	1.0	6.9	-0.8	1166	i	-1	895	5%
COc1ccc(Cl)cc1-c1nc(-c2ccncc2)no1	1.2%	16	-3	i	-1	-0.1	-0.26	0.42	-0.15	3.3	2.3	6.0	-0.1	965	i	0.45	1291	2%
COc1ccc(NC(=O)Nc2cccc3cccnc23)cc1	-2.0%	7	11	i	7	0.63	-0.42	0.24	0.11	3.6	3.7	8.5	0.4	1193	i	-0.83	945	4%
Cc1cc(C)c2nc(N3CCC(C(=O)N4CCN(c5ncccn5)CC4)CC3)sc2c1	0.9%	8	11	i	6	-0.15	-0.21	0.15	0.1	2.4	2.5	12	/	/	i	1.4	864	-6%
O=C(Nc1ccccc1)C1=C[C@@H](C2CC2)C[C@@H](OCCCCO)O1	-0.6%	1	14	i	5	-0.11	-0.24	0.32	-0.51	3.3	1.1	3.1	-3.4	1226	i	0.46	1411	-6%
Cc1cccc(OCCCSc2nc3ccc(C)cc3[nH]2)c1	1.9%	82*	48*	i	11	-0.98	-0.21	-0.73	2.2	1.9	1.5	12	-3.5	1105	i	-0.36	2030	3%
COc1cc(C2C3=C(CCCC3=O)Nc3c2c(C)nn3-c2cccc(C)c2)cc(OC)c1O (stereo not drawn)	-0.3%	/	/	/	/	0.72	-0.25	0.36	-0.051	/	/	/	-1.5	1343	i	0.27	1132	-14%
CCOc1cc(/C=N/NC(=O)C(=O)N2CCCC2)ccc1O	-0.7%	-8	-11	i	-20	1.6	-0.0086	1.2	-0.79	/	/	/	2.5	1445	i	-0.08	1518	-8%

Limited to WT yeast gro inh mutant strain, Dynein transport nuclear GR-EGFP and Insulin prom up cell count, for 2 of the compounds above:
Molecule | WT yeast gro inh mutant strain | Dynein transport nuclear GR-EGFP | Insulin prom up cell count
O=C(Nc1cccc2ccccc12)OCc1cncs1 | -1 | 0.88 | 1568
Cc1onc(-c2ccccc2)c1CNS(=O)(=O)c1ccccc1 | / | -0.049 | /

Screens as filed in PubChem.
